High-throughput results from PubChem.
BRCA1 expr up: increases BRCA1 expression. MCF7-BRCA1-FFLuc reporter, luminescence, 48 h; response scale: scaled: vehicle 0%, 10 µM genistein 100%. Potency, µM (series often up to 46.1 µM), without a hit: at the top dose activation, usual class: activators. actives 1.1% (n = 380,000). AID 624202; active = well fitted activation curve with a large enough effect; inconclusive = small, poorly fitted or top-dose-only effect; inactive = no such curve, though single readings can be large or run the other way; also: potency is read from the fitted curve at half-maximal effect; nearly all actives have a fitted effect of over 80% in size; some results filed as inactive show a strong effect at the top dose
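48 h compound treatment of MCF7-BRCA1-FFLuc cells (phenol-red free MEM, 37 °C), then 15 min with luciferase substrate and luminescence imaging.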
Giardia killer: kills Giardia lamblia. Giardia lamblia trophozoite viability. activity change, % at 7.66 µM, hits read low. actives 0.15% (n = 340,000). AID 540267; in the data active = activity change below about -80%; inconclusive = between about -30% and that limit;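 also: parasites exposed to compound for two days anaerobically before the ATP read; % is scaled to controls: 0 for no effect and ±100 for the full control effect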
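ATP-content bioluminescence gauges trophozoite survival. Cells (100/well) receive compound and incubate anaerobically for 48 hrs at 37 deg C; detection reagent follows for 15-30 min at room temperature.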
* hit, by the source's call; ? = inconclusive; [ ] = another dose, or the depositor's remark.

Values run as follows: BRCA1 expr up	Giardia killer
COc1ccccc1-c1nnc(SC(C)C(=O)NCC2CCCO2)n1C (centres undefined)
  -18.8%	-4.8
CCCCC1(CC)SCC(=O)NC1=O (centres undefined)
  -8.3%	-13.7
C=CCOc1ccc(C2C(C(=O)c3cccs3)=C(O)C(=O)N2c2nnc(C)s2)cc1 (centres undefined)
  63.4%	6.2
O=C(O)c1ccc2c(ccc3nn(-c4ccc(/C=C/c5ccc(-n6nc7ccc8cc(C(=O)O)ccc8c7n6)cc5[S+](=O)([O-])[O-])c([S+](=O)([O-])[O-])c4)nc32)c1
  -5.0%	3.3
O=[N+]([O-])c1ccc(NCCNc2ccc([N+](=O)[O-])cc2)cc1
  -7.0%	9.2
CCC(C)[C@H]1CN=C(N)N1CCc1cccc(F)c1 (some centres undefined)
  0.0%	-6.5
CC(C)CN(C(=O)COC(=O)CNC(=O)c1ccccc1F)c1c(N)n(Cc2ccccc2)c(=O)[nH]c1=O
  8.3%	-10.4
O=C1C(O)=CC(=C(c2ccccc2)c2ccccc2)c2ccccc21
  -91.3%	8.5
Cc1c(Cl)cccc1NC(=O)C1CC2CCC1C2 (centres undefined)
  -0.7%	4.9
CCCNC(=O)c1onc(CSc2ccc(Cl)cc2)c1C(=O)NCCC(C)C
  0.0%	9.7
COc1ccc(-c2csc(NC(C)c3nc4cc(Cl)c(N5CCCCC5)cc4n3CCCO)n2)cc1 (centres undefined)
  -60.0%	3.4
Cc1cccc(C(=O)NC2CCN(S(=O)(=O)c3cccc(F)c3)CC2)c1
  -4.2%	-8.3
Nc1cccc(N=[N+]([O-])c2cccc(N)c2)c1
  ?	4.3
O=C(O)c1ccccc1-c1ccccc1C(=O)Nc1ccc2c(c1)C(=O)c1ccccc1-2
  -31.2%	6.4
CN(CCOc1ccc(Cl)cc1)C(=O)c1cccc(S(=O)(=O)N2CCN(c3ccccc3)CC2)c1
  -34.9%	-16.3
Cn1c(=O)c2[nH]c(=O)[nH]c2n(C)c1=O
  -0.2%	2.6
Cc1cc(C)n2nc(C(=O)OCC(=O)Nc3cc(S(=O)(=O)N4CCOCC4)ccc3Cl)nc2n1
  -20.7%	-2.4
COc1cc(OC)cc(C(=O)OCC(=O)Nc2nnc(-c3ccccc3)o2)c1
  -1.2%	2.7
COc1ccc(S(=O)(=O)N2CCCCC2)cc1NC(=O)Cc1ccc(Br)cc1
  -10.4%	19.3
COC(=O)c1[nH]nc(-c2ccccc2)c1-c1ccccc1
  -35.4%	-12.2
CC(C(O)c1cc(=O)c(OCc2ccccc2)co1)[N+](=O)[O-] (centres undefined)
  28.4%	-9.7
Cc1nn(-c2ccccc2)c(C)c1NC(=O)COC(=O)CCc1ccccc1
  -2.8%	6.6
COc1ccc(CC2(CO)COc3ccccc3C2=O)cc1 (centres undefined)
  -72.1%	1.6
Nc1nonc1-n1nnc(C(=O)N/N=C/c2cccc(Cl)c2)c1CN1CCCC1
  -8.5%	-0.3
COc1cc(C)c(CN2CCN(c3ncccn3)CC2)cc1C
  -16.6%	-3.4
COc1ccc(C(OC(=O)c2ccco2)C(=O)NC(C)(C)C)cc1OC (centres undefined)
  -20.6%	-10.3
C=CCOc1cccc(C2C(C(=O)c3ccc(C)o3)=C(O)C(=O)N2CCCn2ccnc2)c1 (centres undefined)
  8.8%	6.5
CCOC(=O)C1CCCN(C(=O)c2ccc(Cl)c(S(=O)(=O)N3CCc4ccccc43)c2)C1 (centres undefined)
  -30.0%	4.5
O=C(Nc1ccccc1)c1cccc(NC(=O)c2ccco2)c1
  8.5%	25.6
COc1ccc(NS(=O)(=O)c2cccc(C(=O)NCC(c3ccc(OC)cc3)N3CCCCC3)c2)cc1 (centres undefined)
  -32.8%	5.1
CC1Oc2cc3oc4c(O)c5c(cc4c(=O)c3c(O)c2C1(C)C)C=CC(C)(C)O5 (centres undefined)
  ?	13.2
Cc1ccc(NS(=O)(=O)N2CCCCC2)cc1
  -10.5%	-7.2
CC(C)Cc1nnc(N)s1
  5.8%	3.8
CN(Cc1ccccc1)C(=O)c1cccc(NC(=O)Cc2ccc(NC(=O)C3CCCN(C(=O)C4CC4)C3)cc2)c1 (centres undefined)
  5.2%	-1.5
CCOC(=O)CCNC(=O)N1CCC(CCOc2ccccc2)(C(=O)OCC)CC1
  7.6%	10.5
CC(C)C[C@H]1CNC(=S)N1CC1CCN(CC2CCC(C(C)(C)C)CC2)CC1 (some centres undefined)
  -8.4%	-12.0
CCN(CC(=O)Nc1c(F)cccc1F)C(=O)c1ccc(OCC(=O)N2CCOCC2)c(OC)c1
  -2.8%	-16.6
[O-]/[N+](=N\Nc1ccc(Cl)cc1)c1ccccc1
  ?	-1.7
Cc1oc2nc(SCC(=O)NC3CCCCC3)nc(N)c2c1C
  -8.8%	22.8
COc1ccc(NC(=O)N(C)C[C@H]2Oc3ccc(NS(=O)(=O)c4ccccc4)cc3C(=O)N([C@H](C)CO)C[C@@H]2C)cc1
  12.9%	-3.0

Three compounds already listed, ordered by heavy-atom count, low to high:
Values run as follows: BRCA1 expr up	Giardia killer
COc1ccc(CC2(CO)COc3ccccc3C2=O)cc1 (centres undefined)
  -72.1%	1.6
COc1cc(C)c(CN2CCN(c3ncccn3)CC2)cc1C
  -16.6%	-3.4
CCOC(=O)CCNC(=O)N1CCC(CCOc2ccccc2)(C(=O)OCC)CC1
  7.6%	10.5

(listing goes on)
Values run as follows: BRCA1 expr up	Giardia killer
CCOc1cc2c(C#N)c(N(CC)CC)nc(N)c2c(N)n1
  0.0%	12.7
CC(C)(C)OC(=O)N1CCC(C(=O)Nc2cccc(C(=O)NCCc3ccccc3)c2)CC1
  41.5%	-15.2
O=C(Nc1c(Br)cc2c(c1Br)Cc1ccccc1-2)C(Cl)Cl
  -45.3%	1.9
CC1(C)CC(=O)C2=C(C1)NC(Nc1nc3ccccc3o1)=NC2c1ccccc1Cl (centres undefined)
  -9.0%	3.8
Cc1ccc(C(=O)Nc2scc(-c3ccccc3)c2C(=O)O)cc1
  ?	-22.5
O=C(O)C1=NN(c2cc(Cl)c(S(=O)(=O)O)cc2Cl)C(=O)C1
  -5.6%	-6.3
CCOC(=O)C(C(=O)Cc1ccccc1)c1ccccc1 (centres undefined)
  8.3%	-1.3
COC(=O)Cc1cc(C)cc2c(=O)cc(-c3ccoc3)oc12
  2.4%	-0.5
Cc1cccc2nc3ccccc3cc12
  27.1%	38.5[activator]
Cc1noc(C)c1-c1ccc2nc[nH]c(=O)c2c1
  -13.9%	3.0
CCc1ccc2c(c1)Sc1ccccc1CC2N1CCN(C)CC1 (centres undefined)
  -33.6%	5.8
CC(=NNC(=O)c1ccncc1)c1cccc(Cl)c1
  6.7%	11.3
C[C@H]1CN[C@H](CCO)/C1=C\c1ccccc1
  1.7%	35.0[activator]
CCOC(=O)[C@@H](C)N(C(=O)OC(C)(C)C)S(=O)(=O)N(Cc1ccccc1)[C@H](C(=O)OC)C(C)C
  -15.6%	11.2
COc1cccc(C(=O)NN2CCOCC2)c1
  13.6%	14.5
O=C(NCCc1ccccc1)[C@@H]1CC=C[C@@H]2CCN(Cc3ccc(Cl)c(Cl)c3)C(=O)[C@@H]21
  -5.2%	-22.4
Cn1c(N)c(C(=O)COC(=O)c2cc(S(=O)(=O)NCc3ccccc3)ccc2O)c(=O)n(C)c1=O
  -0.9%	-9.7
CCCCCn1c(CN2CCN(C(=O)OCC)CC2)nc2c1c(=O)n(C)c(=O)n2C
  -28.3%	-7.9
OC1CCCC1NCc1ccnc2cc(Cl)ccc12 (centres undefined)
  -5.3%	-7.8
CC1CCCN(CC(O)CN2CCN(CC(O)CN3CCCC(C)C3)C(C)C2)C1 (centres undefined)
  -22.9%	-12.8
C=CCn1nc(-c2ccccc2)cc1C(=O)OCC
  11.0%	0.4
O=C(CC1CCCC1)N1CCN(S(=O)(=O)c2cccc(F)c2)CC1
  -2.1%	4.0
Cc1ccc(C2=CC(c3ccccc3)n3ncnc3N2)c(C)c1 (centres undefined)
  6.6%	11.0
COc1ccc(NC(=O)CSc2nnc(CN3CCOCC3)n2C)cc1Cl
  -7.2%	-2.5
O=C(O)Cn1nnc(-c2ccc(OCc3ccccc3)cc2)n1
  3.7%	15.8
c1ccc(CSc2ncnc3c2oc2ccccc23)cc1
  -13.8%	-14.8
O=C1C(Cl)=C(NCCc2ccccc2)C(=O)c2ccccc21
  -51.6%	0.6
OCC1(CO)CCCC(CO)(CO)C1O
  -3.2%	2.2
Cn1c(=S)c2[nH]c(SCCN)nc2n(C)c1=O
  -39.0%	5.4
CN1CCOC1c1ccc(C2OCCN2C)cc1 (centres undefined)
  19.8%	-1.6
O=[N+]([O-])c1cccc(Oc2ncccc2[N+](=O)[O-])c1
  -8.1%	8.0
C[C@H](CO)N1C[C@H](C)[C@@H](CN(C)CC2CC2)Oc2c(NC(=O)C3CC3)cccc2C1=O
  -3.3%	-4.9
CN(C)S(=O)(=O)NCC1CCCN(Cc2cc3ccccc3s2)C1 (centres undefined)
  3.9%	10.8
CCCN1/C(=C(\C#N)C2=NS(=O)(=O)c3ccccc32)N(C)c2ccccc21
  -4.6%	7.9
O=C(Nc1ccccc1)OCCc1ccccn1
  ?	-12.5
O=C(NCCCn1ccnc1)/C(=C/c1ccco1)NC(=O)c1ccccc1
  4.3%	-3.5
CCCNC(=O)C1(CC2CC(c3ccccc3)=NO2)CCN(C(=O)OC(C)(C)C)CC1 (centres undefined)
  -1.1%	12.8
COc1cc(OC)cc(C(=O)N(Cc2ccco2)Cc2cccs2)c1
  -17.3%	11.0
CN(C)C(CNC(=O)c1cccc(S(=O)(=O)N2CCN(c3ccccc3)CC2)c1)c1ccccc1 (centres undefined)
  5.5%	20.8
C=Cc1cc2c(cc1O)CCC1C2CCC2(C)C(O)CCC12 (centres undefined)
  -64.1%	-16.6
NC(=O)C(OC(=O)CNC(=O)C1CCCCC1)c1ccccc1 (centres undefined)
  -1.5%	9.0
Cc1ccc(Nc2nc(NCc3ccco3)nc3nccnc23)cc1C
  -15.8%	22.7
CC1(C)CC[C@]2(C(=O)n3ccnc3)CC[C@]3(C)[C@H](C(=O)C=C4[C@@]5(C)C=C(C#N)C(=O)C(C)(C)[C@@H]5CC[C@]43C)[C@@H]2C1
  -96.2%	3.2
C=C1CC(COc2cc(=O)oc3ccccc23)(c2ccccc2)OC1=O (centres undefined)
  -66.4%	-18.6
O=c1cc(-c2ccccc2O)nc(-c2ccccc2)[nH]1
  -6.7%	-6.4
CC(C)CNC(=O)c1cc2nc(C3CC3)cc(C(F)(F)F)n2n1
  3.9%	-13.3
O=[N+]([O-])c1ccccc1S(=O)(=O)N1CCN(c2nc(-c3ccccc3)nc3ccccc23)CC1
  0.0%	2.8
COc1ccc(S(=O)(=O)Nc2cccc3cccnc23)c(N)c1
  -64.9%	-6.4

Seven records picked at random from the list so far:
Values run as follows: BRCA1 expr up	Giardia killer
Cc1ccc(Nc2nc(NCc3ccco3)nc3nccnc23)cc1C
  -15.8%	22.7
O=c1cc(-c2ccccc2O)nc(-c2ccccc2)[nH]1
  -6.7%	-6.4
NC(=O)C(OC(=O)CNC(=O)C1CCCCC1)c1ccccc1 (centres undefined)
  -1.5%	9.0
CC(C)CNC(=O)c1cc2nc(C3CC3)cc(C(F)(F)F)n2n1
  3.9%	-13.3
CC1(C)CC[C@]2(C(=O)n3ccnc3)CC[C@]3(C)[C@H](C(=O)C=C4[C@@]5(C)C=C(C#N)C(=O)C(C)(C)[C@@H]5CC[C@]43C)[C@@H]2C1
  -96.2%	3.2
C=C1CC(COc2cc(=O)oc3ccccc23)(c2ccccc2)OC1=O (centres undefined)
  -66.4%	-18.6
O=[N+]([O-])c1ccccc1S(=O)(=O)N1CCN(c2nc(-c3ccccc3)nc3ccccc23)CC1
  0.0%	2.8

These rows are one share of the data; rates above refer to the full screens.
